# STAT1 blocker: STAT1 signaling inhibitors, primary screen, cell-based, HTS, luciferase reporter; inhibition, % at 5.5 µM; NIH 3T3 STAT1-luciferase reporter, IFN-gamma, luminescence; AID 920, 2007; actives 0.35% (n = 200,000);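 active means inhibition above a set limit, the mean inhibition across all tested compounds plus 3 SD, cut at about 34% in these data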;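 further: 0% = IFN-gamma with DMSO and 100% = IFN-gamma with 300 µM nifuroxazide; values of inactives mirror those of a sister screen read the other way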
# ROMK primary: ROMK potassium channel modulators, primary screen, cell-based, thallium flux, MLSMR library | ATP-sensitive inward rectifier potassium channel 1 (Homo sapiens), P48048 | Tet-inducible ROMK, thallium flux fluorescence; actives lie on both sides | B-score at 10 µM | actives 2% (n = 130,000) | AID 1918, 2009;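 active means signal ratio slope over the read window, or its plate-corrected B-score, at least 3 SD from the plate mean, either direction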;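 further: B-score of the F/F0 ratio slope over 7 to 12 s after thallium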
# Target sequence (P48048 whole entry, looked up): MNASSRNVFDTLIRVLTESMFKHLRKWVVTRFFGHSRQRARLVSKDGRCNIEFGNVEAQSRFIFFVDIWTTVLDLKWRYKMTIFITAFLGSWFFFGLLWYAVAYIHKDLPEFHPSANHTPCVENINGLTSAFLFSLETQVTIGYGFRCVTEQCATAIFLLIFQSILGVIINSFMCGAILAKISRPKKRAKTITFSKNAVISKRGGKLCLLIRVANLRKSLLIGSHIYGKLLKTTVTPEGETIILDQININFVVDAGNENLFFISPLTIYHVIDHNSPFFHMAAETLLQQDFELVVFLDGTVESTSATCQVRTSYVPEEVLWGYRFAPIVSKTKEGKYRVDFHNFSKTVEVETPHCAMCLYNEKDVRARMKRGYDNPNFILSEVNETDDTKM
# PPARg SRC3 recr: PPARgamma agonists recruiting SRC-3 coactivator, primary screen, biochemical | Peroxisome proliferator-activated receptor gamma (Homo sapiens), P37231 | biochemical PPARgamma/SRC-3 coactivator recruitment assay | activation, % at 8 µM | actives 0.26% (n = 200,000); in the data active means activation above about 23%;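 further: 0% = DMSO and 100% = reference agonist; some compounds past the cut are filed as inactive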
# PPARg SRC-2 ag: agonists of PPARg-SRC-2 recruitment, primary screen, biochemical, HTS. PPARgamma LBD-SRC-2 recruitment. actives 0.34% (n = 200,000). Peroxisome proliferator-activated receptor gamma (Homo sapiens), P37231. AID 1032, 2008. activation, % at 8 µM; in the data active means activation above about 22%;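 further: 0% = vehicle and 100% = reference agonist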
# RAM network inh: inhibitors of the yeast RAM network, primary screen, dse1pr::URA3 reporter, 5-FOA selection; actives 1.8% (n = 190,000); inhibition, % at 50 µM; S. cerevisiae dse1pr::URA3 reporter, 5-FOA growth OD615, 2 d; analog-sensitive cbk1-as2 kinase mutant strain;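 active means inhibition above a set limit, 3 SD over mean compound inhibition, cut at about 8.4% in these data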;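 further: 0% = DMSO-only wells with no growth and 100% = 10 µM 1-NA-PP1 full growth; inhibition rescues growth on 5-FOA so higher OD means more RAM inhibition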
# S1P3 antag: S1P3 receptor antagonists, primary screen, cell-based. Sphingosine 1-phosphate receptor 3 (Homo sapiens), Q99500. CHO S1P3 NFAT-BLA reporter, FRET fluorescence, antagonist mode. inhibition, % at 4.98 µM. actives 0.27% (n = 170,000). AID 485, 2006;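 active means inhibition above the plate cutoff, the mean inhibition of test wells on that plate plus 3 SD, cut at about 28% in these data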;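 further: cells challenged with S1P at its EC80 of 0.8 µM; blue over green emission ratio from cleaved BLA substrate after 4 h stimulation; 0% = S1P-stimulated wells and 100% = unstimulated DMSO-only wells; some compounds past the cut are filed as inactive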
# Target sequence (Q99500 whole entry, looked up): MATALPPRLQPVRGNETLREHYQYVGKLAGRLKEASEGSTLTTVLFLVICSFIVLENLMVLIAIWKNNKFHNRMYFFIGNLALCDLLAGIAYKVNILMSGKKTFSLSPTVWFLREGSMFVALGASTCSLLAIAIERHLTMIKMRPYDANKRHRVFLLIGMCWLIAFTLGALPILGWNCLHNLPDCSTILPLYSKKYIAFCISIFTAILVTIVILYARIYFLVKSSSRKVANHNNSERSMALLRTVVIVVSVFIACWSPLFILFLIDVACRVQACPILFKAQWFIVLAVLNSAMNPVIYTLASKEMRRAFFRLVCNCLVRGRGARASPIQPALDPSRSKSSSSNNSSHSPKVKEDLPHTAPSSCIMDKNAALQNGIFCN
# STAT3 inh: IL-6 driven STAT3 reporter inhibitors, primary screen, U3A cells, luciferase, luminescence, MLSCN library; AID 862, 2007; IL-6 STAT3-luciferase reporter; host cell line lacks STAT1; inhibition, % at 5.5 µM; actives 0.89% (n = 190,000);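 active means inhibition above the mean inhibition across all screened compounds plus 3 SD, cut at about 44% in these data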;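 further: 0% = DMSO only wells and 100% = 100 µM nifuroxazide control wells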
# TLR4 MyD88 comp: inhibitors of TLR4-MyD88 association in cells, primary screen, cell-based, HeLa CL3-4, BLA complementation, FRET ratio; Toll-like receptor 4 (Homo sapiens) + Myeloid differentiation primary response protein …; HeLa CL3-4 TLR4/MyD88 BLA complementation; inhibition, % at 8.4 µM; actives 0.18% (n = 200,000); AID 861, 2007; in the data active means inhibition above about 25%;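 further: 0% = vehicle and 100% = reference inhibitor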
# PPARg SRC1 recr: PPARgamma agonists recruiting SRC-1 coactivator, primary screen, biochemical; Peroxisome proliferator-activated receptor gamma (Homo sapiens), P37231; PPARgamma-SRC-1 coactivator recruitment biochemical assay; activation, % at 8 µM; actives 0.41% (n = 200,000); AID 631, 2007; in the data active means activation above about 19%;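 further: 0% = DMSO and 100% = reference agonist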
# STAT3 act: IL-6 driven STAT3 reporter potentiators, primary screen, U3A cells, luciferase, luminescence, MLSCN library | IL-6 STAT3-luciferase reporter; 100% = signal with IL-6 EC80 alone | AID 871, 2007 | actives 0.91% (n = 190,000) | activation (% of control), % at 5.6 µM;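 active means activation above the screen-wide mean of compound activation plus 3 SD, cut at about 130% in these data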;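 further: 0% = background luminescence of wells with medium and substrate only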
#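 Assay system – human STAT1-deficient U3A cells with stable STAT3-luciferase reporter · Also added – IL-6 (33 ng/mL) · Schedule – compound 1 h, then IL-6 6 h at 37 °C · Technique – reporter luminescence signal · Evaluation – % activation versus median of IL-6-stimulated wells · Benchmarks – IL-6-only wells as 100% reference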
# TR-FRET SRC-2 ct: TR-FRET signal artefacts, primary screen, artefact control for PPARgamma SRC-2 agonist project, biochemical; TR-FRET artefact counter-screen; stronger effect = higher value; TR-FRET ratio at 8 µM; actives 0.4% (n = 200,000); AID 1049, 2008; in the data active means TR-FRET ratio above about 2000; further: inactives centre near 1500
# * hit, by the source's call; . = not tested or not shown. Rows are unselected; any-hit rate near 5.6%.
SMILES,STAT1 blocker,ROMK primary,PPARg SRC3 recr,PPARg SRC-2 ag,RAM network inh,S1P3 antag,STAT3 inh,TLR4 MyD88 comp,PPARg SRC1 recr,STAT3 act,TR-FRET SRC-2 ct
O=C1C(Nc2cccc(O)c2)=C(N2CCCCC2)C(=O)c2ccccc21,5,-1.5,-1,-5,-0.9,.,-7,-1,5,113,1486
O=C(NCCN1C(=O)S/C(=C\c2ccccc2)C1=O)c1cc(S(=O)(=O)N2CCOCC2)c(Cl)cc1Cl,0,.,17,8,1.7,-2,0,-2,14,102,1664
CCOc1ccc2[nH]c(=O)c(CN(Cc3cccnc3)C(=O)Nc3ccccc3OC)cc2c1,-5,-0.81,0,-6,-0.5,-15,4,-8,4,101,1340
Cc1ccc(NC(=O)C2CCN(S(=O)(=O)c3cccc4nonc34)CC2)nc1,2,.,-12,-1,1.4,-24,9,-2,-1,94,1545
C=C(C)CNC(=S)NN=C1c2ccccc2-c2ccccc21,2,1.8,6,19,4.4,-6,-6,-3,7,110,1686
CC(=O)c1cc(F)c(N2CCN(C(=O)c3ccco3)CC2)cc1C,-6,.,-2,1,-0.8,-4,2,-5,-3,99,1428
O=C(CSc1nnc(-c2ccncc2)n1C1CCCCC1)Nc1ccccc1,3,.,11,8,4.4,5,3,2,17,102,1675
O=C(Nc1cccc(-c2cn3ccccc3n2)c1)c1ccccc1,-18,-0.41,0,10,1.4,2,11,5,2,94,1650
Cc1ccc([N+](=O)[O-])cc1NC(=O)CN(C1CCCCC1)S(=O)(=O)c1ccc(Cl)cc1,7,.,7,-3,4.9,.,-4,4,-4,108,1625
COC(=O)c1c(NC(=S)Nc2cc(OC)c(Cl)cc2OC)sc2c1CCCCC2,-4,0.31,4,-2,3.9,-11,-6,-20,1,103,1638
Fc1ccccc1Cc1nnc2n1N=C(c1ccc(Cl)cc1)CS2,1,0.16,5,1,1.4,.,12,0,8,93,1571
O=C(NC(=S)N1CCN(c2ccc([N+](=O)[O-])cc2)CC1)c1ccco1,3,1.2,-1,1,4.2,-21,7,2,5,99,1661
Cc1nnc(NC(=O)CSc2nnc(NC(=O)C(C)(C)C)s2)s1,-4,1.2,0,-6,4.7,-5,8,-18,-5,101,1346
COC(=O)C1CCN(S(=O)(=O)c2c(C)n(C)c(=O)n(C)c2=O)CC1,-2,.,-2,-6,1.6,-3,8,-9,4,101,1567
CCCc1c(C)nc2c(OC)cccc2c1SCC(=O)O,-3,-0.28,1,4,2.7,-18,-1,-6,8,102,1505
COC(=O)C1CN(S(=O)(=O)c2ccccc2)CCN1S(=O)(=O)c1ccccc1 (stereo not drawn),7,0.32,8,14,0.6,.,10,3,6,97,1505
O=C(NCCN1CCOCC1)c1ccc(CSCc2cccc(Cl)c2)o1,-2,.,1,2,-0.8,-13,-2,0,-1,105,1548
O=C(Cc1ccccc1)CC1(O)C(=O)Nc2ccccc21 (stereo not drawn),1,.,5,-4,1.3,3,3,5,7,99,1472
Cc1c(/C=N\NC(=O)c2cccc(F)c2)cnn1C,-15,-0.4,3,1,0.7,-32,-19,-56,-1,114,1570
COc1ccc(-n2c(N)c(-c3nc4ccccc4n3C)sc2=S)cc1,1,.,-5,7,1.6,.,-55,12,4,148*,1408
COc1cccc(C(=O)Nc2ccc(S(=O)(=O)NCc3ccco3)cc2)c1,17,.,-3,7,2.8,24,14,-13,1,94,1596
CCOC(=O)c1c(CN2CCOCC2)oc2ccc(OC)cc12,3,0.62,20,1,0.0,-8,4,0,4,99,1637
COCCNC(=O)/C(C#N)=C/C=C/c1ccccc1,16,0.35,3,-2,2.6,-19,0,0,6,102,1550
Cc1[nH]c(=O)[nH]c1C(=O)CCCCC(=O)OCC(=O)Nc1ccccn1,-4,-0.18,-16,-8,0.3,-7,2,-15,-3,102,1487
O=C(NC(=S)Nc1ccccc1O)c1ccc(Cl)cc1Cl,-7,0.58,2,-1,-0.8,-10,-8,0,0,108,1571
Cc1cc(OCCCC(=O)N2CCCCC2)cc(C)c1Cl,-2,.,1,9,-2.1,31,-9,-2,-5,109,1221
O=C(Nc1cccc(-c2cn3ccccc3n2)c1)c1cccc(Cl)c1,-22,.,4,-2,1.1,.,28,-7,4,81,1432
CC(NC(=O)c1ccco1)C(=O)OC(C)C(=O)NCc1ccccc1 (stereo not drawn),5,0.015,0,8,-0.1,-9,3,-7,-5,97,1552
O=C(N/N=C/c1ccsc1)c1ccc2ccccc2n1,-18,0.8,3,-4,0.7,-8,-4,10,10,110,1551
Cc1cc(C(=O)OC(C)C(=O)Nc2cccc(S(=O)(=O)N3CCOCC3)c2)c(C)o1 (stereo not drawn),2,-0.92,-8,-4,1.3,.,2,12,2,99,1460
CCCc1cc(=O)[nH]c(SCC(=O)c2[nH]c(C)c(C(=O)OCC)c2C)n1,4,0.06,-3,-2,2.0,-12,-3,8,-10,103,1556
COc1ccc(NC(=O)COC(=O)c2ccc(N3CCCC3=O)cc2)cc1OC,-7,.,11,1,2.5,-44,4,14,8,101,1550
COc1ccc(NC(=O)CCCN2C(=O)C3C4C=CC(C4)C3C2=O)c(OC)c1 (stereo not drawn),1,.,-1,0,0.5,-17,2,0,5,102,1607
COC(=O)Nc1ccc(S(=O)(=O)n2cnc3ccccc32)cc1,10,-0.16,1,0,0.7,.,1,-7,0,100,1476
COc1ccc(CN2CCN(c3ccc(F)cc3)CC2)c(OC)c1OC,-1,-1.1,2,-2,1.2,3,5,4,2,99,1568
CCn1c(=O)n(CC(=O)Nc2cc(OC)c(OC)c(OC)c2)c(=O)c2ccccc21,1,0.99,6,7,1.5,.,8,5,4,93,1634
c1ccc(COC2CCCN(Cc3nc(-c4cnccn4)no3)C2)nc1 (stereo not drawn),2,-0.38,4,2,-0.5,2,8,-19,10,97,1569
Cc1cc(=O)n2[nH]c(N3C(=O)CCC3=O)nc2n1,-4,0.79,2,-1,0.9,.,-3,15,1,106,1511
CC(=O)N(c1ccc(C)cc1)C1C=CS(=O)(=O)C1 (stereo not drawn),0,.,3,-2,1.1,-15,7,-8,2,102,1587
CCOC(=O)C1CCCN(Cc2c(C(=O)N3CCOCC3)nc3ccccn23)C1 (stereo not drawn),6,-0.36,0,1,0.4,-6,14,5,1,97,1536
O=C(Oc1ccc2c(-c3ccccc3)cc(=O)oc2c1)c1cccs1,10,0.031,5,0,4.4,3,3,-7,10,99,1447
COc1ccc(NC(=O)CN2CC(C)OC(C)C2)cc1Cl (stereo not drawn),4,-1.4,2,1,1.3,-4,-1,-14,2,102,1677
CC(=O)NC(=S)Nc1ccc(NC(=O)c2cccs2)cc1,-24,.,4,-3,4.9,7,10,8,-2,93,1543
COc1ccc(-c2nc(SCC(=O)N3CCOCC3)n[nH]2)cc1,-3,0.63,2,5,-0.1,-10,0,8,2,102,1611
CCSc1nnc(NC(=O)c2cccnc2)s1,-13,0.98,11,5,1.4,-10,0,-16,4,102,1483
COc1ccc(NC(=O)c2cc3c(s2)CCC(C)C3)cc1S(=O)(=O)N1CCOCC1 (stereo not drawn),2,-0.31,5,9,5.2,12,18,-10,6,85,1706
CN1C(=O)N(C)C2(c3ccccc3)Nn3c(s/c(=C/c4ccco4)c3=O)=NC12c1ccccc1 (stereo not drawn),-3,.,-4,3,8.2,0,-7,3,3,109,1412
Cc1cccc(OCCNc2ccc([N+](=O)[O-])cn2)c1,6,1.9,-4,-8,-1.4,15,9,17,-5,98,1411
COc1ccc(Nc2c([N+](=O)[O-])ccc3c2=NC2(CCCCC2)N=3)cc1,-8,.,12,6,2.7,1,-20,-21,9,122,1509
O=C(NCc1ccco1)NCC(F)(F)F,0,.,-5,1,1.2,-8,-1,0,5,100,1677
CCC(=O)c1ccc(OCC(O)CNC(C)c2ccccc2)cc1 (stereo not drawn),0,.,8,6,1.4,-7,-1,3,1,97,1626
CC(C)OCCCN1CN(S(=O)(=O)c2cccc(Cl)c2)c2nc3ccccc3nc21,-7,.,2,8,9.1*,.,12,8,3,93,1603
CCC(=O)c1ccc(OCC(O)CN2CC(C)OC(C)C2)cc1 (stereo not drawn),2,.,7,12,0.3,14,11,-2,10,94,1635
CCn1ncc(C2=NOC(C(=O)Nc3cnn(C45CC6CC(CC(C6)C4)C5)c3)C2)c1C (stereo not drawn),1,.,10,-1,1.5,-1,34,-2,0,76,1344
CC1(NC(=O)NCc2ccccc2)CCS(=O)(=O)C1 (stereo not drawn),-3,0.35,4,0,1.2,-5,1,-7,-3,103,1453
O=C(CSc1ncn[nH]1)Nc1nc(-c2ccccc2)ns1,-6,.,5,8,0.9,5,-11,0,3,112,1628
Cc1c(N2C(=O)c3ccc4c5c(ccc(c35)C2=O)CC4)c(=O)n(-c2ccccc2)n1C,1,-0.25,12,1,3.3,-1,5,-3,-1,99,1456
Brc1ccc2nc(N3CCN(c4ccccc4)CC3)sc2c1,-36,0.64,0,0,2.9,0,9,3,-1,97,1373
COc1ccccc1C(=O)N/C(=C\c1ccc(Br)cc1)C(=O)NCCCO,5,-0.11,0,3,3.5,-2,14,-5,7,93,1540
CCc1ccccc1NC(=O)c1nnn(CC(=O)Nc2cccc(C)c2)c1N,7,.,-1,9,3.5,18,8,-5,8,97,1705
O=C1NC(=S)N/C1=C/c1cc([N+](=O)[O-])ccc1N1CCOCC1,-11,-1.2,9,2,2.1,-18,-3,-9,6,103,1572
COC(=O)c1cc(C(=O)Nc2ccc(C)cn2)cc([N+](=O)[O-])c1,4,.,8,2,0.9,.,25,-4,2,81,1740
CC1CCN(CC(=O)Nc2cccc([N+](=O)[O-])c2)CC1,-2,-0.11,2,9,-1.7,.,6,2,-4,99,1555
